p53ts 32C tox: qHTS Screen for Compounds that Selectively Target Cancer Cells with p53 Mutations: Cytotoxicity of p53ts Cells at the Permissive Temperature; H1299-p53A138V at 32C, ATP luminescence viability, 24 h; Potency, µM (highest dose often 46.1 µM), for inactives: top-dose activity change, negative = cytotoxicity, actives largely listed as cytotoxic; 0.93% of 130,000 active;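 note: 0% = DMSO and -100% = full killing by reference compound; nearly all actives have a fitted effect of over 55% in size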
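ATP-content luminescence (ATPlite) read-out after 24 h compound exposure at 32C in H1299-p53A138V cells (600/well). Tested up to 46 uM. Normalized to DMSO (0%) and 100 uM tamoxifen (100% killing); Hill-fit AC50.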
Imprint erasure: qHTS Assay for Compounds that Induce Erasure of Genomic Imprints; mouse ES Peg3-LacZ reporter, beta-gal luminescence, 40 h; Potency, µM (series often up to 60.7 µM), for the others: at the highest dose activity change, positive = activation, usual class: activators; 0.02% of 110,000 active; AID 1948, 2009;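 note: 0% = negative control wells on the plate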
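Gelatin-coated wells received 300 freshly trypsinized female ES cells with a Peg3LacZ-Neo reporter on the maternal allele, then incubated 40 hours at 37C. BetaGlo was added for 5 minutes at room temperature before a single luminescence read.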
An asterisk follows results filed as active; ? = inconclusive; . = not tested or not shown; & = joins results of further samples; [ ] = dose if it differs, or a comment. Calls come from the whole dose curve; as a rule, active = well fitted curve in the direction sought with a large enough effect; inconclusive = small, poorly fitted or top-dose-only effect, or another doubt; inactive = no such curve, though single readings can be large; an effect the other way counts as inactive or inconclusive. Potency is the fitted concentration of half-maximal effect.

SMILES | p53ts 32C tox | Imprint erasure
Cc1ccc(NC(=O)CSc2nc3ncccc3[nH]2)cc1F | -12% | .
COc1ccc(OC)c(CCNC(=O)Cn2ncc3c([nH]c4ccccc43)c2=O)c1 | -5% | .
COc1ccc(-c2cn3nc(N4CCCC(C(=O)Nc5cc(C)ccc5C)C4)sc3n2)cc1 (configuration not stated) | -11% | .
Cc1ccccc1CSc1nc2cccnc2n1Cc1ccc(C(=O)NC2CC2)cc1 | ? | .
O=C(Cn1cc(S(=O)(=O)Cc2ccccc2Cl)c2ccccc21)Nc1ccc(F)cc1F | -14% | .
CC(C)c1ccc(Nc2ncnc3c2nc2n3CCCC2)cc1 | -19% | .
Cc1ccc2c(c1)N(CC(=O)NCCc1ccc(Cl)cc1)C(=O)c1cccnc1O2 | -2% | .
COc1ccc(Cl)cc1C(=O)Nc1ccc(-c2nnc3n2CCCCC3)cc1 | -10% | .
Cc1cccc(NS(=O)(=O)c2ccc3c(c2)CC(C)N3C(=O)C2CCC2)c1C (configuration not stated) | -6% | .
CCOc1ccccc1NC(=O)C(CC)Sc1nc2ncccc2[nH]1 (configuration not stated) | 0% | .
O=C(CN1C(=O)COc2ccc(S(=O)(=O)NC3CCCC3)cc21)Nc1ccc(F)c(Cl)c1 | -13% | .
COc1ccc(OC)c(-c2noc(N3CCN(c4ccc(C(C)=O)cc4)CC3)n2)c1 | -7% | .
CCN(CC)c1cc2c(cc1F)c(=O)c(S(=O)(=O)c1ccccc1)cn2Cc1ccccc1 | -3% | .
CCc1cccc(C)c1NC(=O)c1cn2c3c(ccc(Cl)c3c1=O)OC(C)C2 (configuration not stated) | -2% | .
COc1cc(NC(=O)COCc2cc(-c3ccc4c(c3)OCO4)on2)c(OC)cc1Cl | -5% | .
COc1cc(NC(=O)C(CCS(C)(=O)=O)N2Cc3ccccc3C2=O)cc(OC)c1OC (configuration not stated) | -1% | .
CCc1ccccc1N(C)C(=O)C1CCCN(c2ncnc3c2nc2n3CCCCC2)C1 (configuration not stated) | -2% | .
CCOC(=O)N1CCC2(CC1)OC(=O)C(C)=C2C(=O)NCc1cccc(F)c1 | -4% | .
CCCn1c2ccccc2c2cnn(CC(=O)N3CCCC(C)C3)c(=O)c21 (configuration not stated) | 2% | .
Cc1ccc(CNC(=O)CCCN2C(=O)c3cccnc3Oc3ccc(Cl)cc32)cc1 | 6% | .
CC(C)CCN(Cc1ccco1)C(=O)Cn1ncc2c([nH]c3ccccc32)c1=O | -9% | .
CCc1cccc(NC(=O)C(c2ccccc2)N2Cc3ccccc3C2=O)c1 (configuration not stated) | 1% | .
CCN1CCN(C(=O)Cn2c(-c3cccs3)cc3cc(Cl)ccc32)CC1 | -11% | .
CC(NC(=O)Cn1c(-c2cccs2)cc2cc(F)ccc21)c1ccccc1 (configuration not stated) | -14% | .
COc1cccc(CNC(=O)C2=C(C)C(=O)OC23CCN(C(C)=O)CC3)c1OC | -7% | .

Next part (five carried over from the part before).
SMILES | p53ts 32C tox | Imprint erasure
CC(C)CCN(Cc1ccco1)C(=O)Cn1ncc2c([nH]c3ccccc32)c1=O | -9% | .
CCc1cccc(NC(=O)C(c2ccccc2)N2Cc3ccccc3C2=O)c1 (configuration not stated) | 1% | .
CCN1CCN(C(=O)Cn2c(-c3cccs3)cc3cc(Cl)ccc32)CC1 | -11% | .
CC(NC(=O)Cn1c(-c2cccs2)cc2cc(F)ccc21)c1ccccc1 (configuration not stated) | -14% | .
COc1cccc(CNC(=O)C2=C(C)C(=O)OC23CCN(C(C)=O)CC3)c1OC | -7% | .
CN(C)CCCN(C(=O)c1ccc(Br)s1)c1nc2ccc(F)cc2s1 | -5% | .
Cc1cccc(N(C)C(=O)CN(C)S(=O)(=O)c2ccc3[nH]c4c(c3c2)CCCC4)c1 | -5% | .
O=c1c(S(=O)(=O)c2cccc(Cl)c2)cn(Cc2ccccc2)c2cc(N3CCOCC3)c(F)cc12 | 4% | .
CCOc1ccc(OCC)c(NC(=O)C2CCN(S(=O)(=O)c3ccc4c(c3)CC(C)N4C(C)=O)CC2)c1 (configuration not stated) | -4% | .
CC(=O)N1CCC(N(Cc2ccc(C)o2)C(=O)Nc2ccccc2F)CC1 | -15% | .
COc1ccccc1CNC(=O)CCS(=O)(=O)c1ccc2c(c1)CCN2C(C)=O | 6% | .
COc1ccccc1CNC(=O)c1ccc(Cn2c(SCc3ccccc3)nc3cccnc32)cc1 | 2% | .
CCOC(=O)C(C)NC(=O)C1CCN(c2ncnc3c2nc2n3CCCCC2)CC1 (configuration not stated) | -24% | .
Cc1cc2[nH]c(=O)c(=O)[nH]c2cc1S(=O)(=O)N1CCN(c2cccc(C)c2C)CC1 | -7% | .
CSc1ncc(C(=O)NCc2ccc(C)cc2)c(C)n1 | 0% | .
CCCCn1cc(S(=O)(=O)c2ccc(CC)cc2)c(=O)c2cc(F)c(N3CCOCC3)cc21 | 2% | .
CCc1ccccc1NC(=O)N1CC(C)Sc2ccccc21 (configuration not stated) | -3% | .
COc1ccc(-c2cn3nc(N4CCC(C(=O)Nc5cccc(OC)c5)CC4)sc3n2)cc1 | -9% | .
Cc1cccc(Cn2c(SCc3ccc(C(=O)NC4CCCCC4)cc3)nc3cccnc32)c1 | -8% | .
O=C(NCc1cccs1)c1ccc(CSc2nc3cccnc3n2Cc2ccc(F)cc2)cc1 | -3% | .
COc1ccc(-c2noc(CSCC(=O)Nc3cccc(C(F)(F)F)c3)n2)cc1OC | -8% | .
CC1=C(C(=O)NCc2ccc(Cl)cc2)C2(CCCCCC2)OC1=O | 3% | .
O=C(CN1C(=O)COc2ccc(S(=O)(=O)NC3CCCC3)cc21)Nc1ccc(Cl)cc1 | 0% | .
Cc1cc(Nc2cccc(C(F)(F)F)c2)nc2ccc(NC(=O)c3ccc(=O)[nH]c3)cc12 | 2% | .
O=C(Nc1cc(F)ccc1F)N1CCC(CN2CCOCC2)CC1 | -9% | .
O=C(Cn1c(-c2cccs2)cc2ccccc21)NCc1ccccc1Br | -22% | .
COc1cccc(NC(=O)Cn2cc(S(=O)(=O)Cc3ccccc3F)c3ccccc32)c1 | 2% | .
CCOc1ccccc1CNC(=O)CCCN1C(=O)c2cccnc2Oc2ccc(Cl)cc21 | -2% | .
Cc1cc2[nH]c(=O)c(=O)[nH]c2cc1S(=O)(=O)N1CCN(c2ccccc2)CC1 | 2% | .
O=C(Cn1ncc2c([nH]c3ccccc32)c1=O)NCc1cccc(Cl)c1 | 0% | .

Four compounds from above, ordered by heavy-atom count, descending:
SMILES | p53ts 32C tox | Imprint erasure
COc1cccc(NC(=O)Cn2cc(S(=O)(=O)Cc3ccccc3F)c3ccccc32)c1 | 2% | .
CCOC(=O)C(C)NC(=O)C1CCN(c2ncnc3c2nc2n3CCCCC2)CC1 (configuration not stated) | -24% | .
CCc1ccccc1NC(=O)N1CC(C)Sc2ccccc21 (configuration not stated) | -3% | .
CSc1ncc(C(=O)NCc2ccc(C)cc2)c(C)n1 | 0% | .

Following part
SMILES | p53ts 32C tox | Imprint erasure
Cc1cccc(N2CCN(C(=O)C3CCN(c4ncnc5c4nc4n5CCCCC4)CC3)CC2)c1C | 3% | .
CN(C)CCNC(=O)c1ccc(Cn2c(SCc3ccc(F)cc3)nc3cccnc32)cc1 | -14% | .
CN(C(=O)Cn1cc(S(=O)(=O)Cc2ccccc2Cl)c2ccccc21)c1ccccc1 | 2% | .
Cc1ccc(NC(=O)c2ccc(CN3CCN(C)CC3)cc2)cc1Nc1nccc(-c2cccnc2)n1 | . | -17%&-20%
CCOc1ccccc1-c1ccc(C(=O)O)o1 | . | -19%[97.3 µM]
O=[N+]([O-])c1cccc(C2=N[C@@H](Cc3ccccc3)CO2)c1 | . | -1%
NC(Cc1cccc(-c2ccccc2CP(=O)(O)O)c1)C(=O)O (configuration not stated) | . | -7%
COc1ccc(-c2ccc(-c3cc(=O)oc4cc(OC)c(OC)c(OC)c34)cc2)cc1 | . | -3%
Cc1cc2oc(=O)cc(-c3ccccc3)c2c(C)c1-c1ccoc1 | . | -19%
CC(=O)OC[C@H]1O[C@@H](n2ncc(=O)[nH]c2=O)[C@H](OC(C)=O)[C@@H]1OC(C)=O | . | -20%
CC(=O)c1ccc(-c2c(C)cc3oc(=O)cc(-c4ccccc4)c3c2C)cc1 | . | -21%
CC(=O)c1ccc(-c2cccc(-c3cc(=O)oc4ccc(C(C)(C)C)cc34)c2)cc1 | . | -20%
C=CCOc1ccc(CC(=O)O)cc1Cl | . | -6%
OC1C(O)C(O)C(O)C(O)C1O (configuration not stated) | . | 13%
C/C=C1/C2C=C(C)CC1(N)c1ccc(=O)[nH]c1C2 (configuration not stated) | . | -9%
Cc1cccc([C@H]2[C@@H]3C=CC[C@@H](C)[C@@H]3C(=O)N2Cc2ccccc2)c1 | . | -2%
COc1ccc(NC(=O)/C=C/c2ccc(Cl)cc2)cc1 | . | -91%[inhibitor]
COc1cc2oc(=O)cc(-c3ccc(-c4ccc(N(C)C)cc4)cc3)c2c(OC)c1OC | . | -10%
Nc1nc(SCc2ccc([N+](=O)[O-])cc2)c2ncn([C@@H]3O[C@H](CO)[C@H](O)[C@H]3O)c2n1 | . | 2%
CNCCC(Oc1ccccc1C)c1ccccc1 (configuration not stated) | . | -14%
OCC(O)C(O)C(O)C(O)CO (configuration not stated) | . | -8%
CCNC(=O)[C@H]1O[C@@H](n2cnc3c(N)nc(NCCc4ccc(CCC(=O)O)cc4)nc32)[C@H](O)[C@H]1O | . | 0%
COc1cccc(-c2cc(=O)c3cc(NC(=O)c4ccccc4)ccc3[nH]2)c1 | . | -15%
COc1ccc(-c2cccc(-c3cc(=O)oc4cc5c(cc34)OCO5)c2)cc1 | . | -12%
O=c1cc(-c2ccccc2Cl)oc2c(Br)ccc(O)c12 | . | -16%
SMILES | p53ts 32C tox | Imprint erasure
COc1ccc(-c2ccc(-c3cc(=O)oc4c(C(C)C)ccc(C)c34)cc2)cc1 | . | -6%
CC(C)c1nc(CN(C)C(=O)N[C@H](C(=O)N[C@@H](Cc2ccccc2)C[C@H](O)[C@H](Cc2ccccc2)NC(=O)OCc2cncs2)C(C)C)cs1 | . | -12%
CO[C@@]1(NC(=O)CSCC#N)C(=O)N2C(C(=O)O)=C(CSc3nnnn3C)CS[C@@H]21 | . | -11%
CCn1ccnc1CC1COc2ccccc2O1 (configuration not stated) | . | -10%
COc1cccc2c1[C@@H]1CN(CCCCn3c(=O)[nH]c4c(sc5ncc(-c6ccccc6)nc54)c3=O)C[C@@H]1CO2 | . | -30%
COc1cc(C2CC(=O)Oc3ccc(C(C)(C)C)cc32)cc(OC)c1OC (configuration not stated) | . | -9%
O=CC(O)C(O)C(O)C(O)CO (configuration not stated) | . | 6%
NCCC1CCCC(CCN)N1 (configuration not stated) | . | -3%
COc1ccc(C2/C=C\C(c3ccc(OC)cc3)N(Cc3ccc(F)cc3)C(=O)C(=O)N2Cc2ccc(F)cc2)cc1 (configuration not stated) | . | -16%[40.7 µM]
COc1ccc(-n2[nH]c3c4c(ncc3c2=O)CCCCC4)cc1 | . | 5%
CC(N)=NCCCC(N)C(=O)O (configuration not stated) | . | -5%
CCCCC[C@H](CC(=O)NO)C(=O)N[C@H](C(=O)N1CCC[C@H]1CO)C(C)C | . | -14%
CCOC(=O)C12CC1/C(=N/O)c1ccccc1O2 (configuration not stated) | . | -11%
C=CCNC1=C2C[C@@H](C)C[C@H](OC)[C@H](O)[C@@H](C)/C=C(\C)[C@H](OC(N)=O)[C@@H](OC)/C=C/C=C(\C)C(=O)NC(=CC1=O)C2=O | . | 24%[10.9 µM]
OC(CN1CCN(c2cccc(Cl)c2)CC1)C(c1ccccc1)c1ccccc1 (configuration not stated) | . | -13%
Cc1cccc(C2=NN(c3ccccc3)[C@H](CO)[C@H]2c2ccc(Cl)cc2)c1 | . | -36%[inhibitor]
Nc1nc2c(nc(Br)n2C2O[C@H]3COP(=O)(O)O[C@@H]3C2O)c(=O)[nH]1 (some centres not stated) | . | -7%
O=C1CCC[C@@H]2CC(N3CCCCC3)C[C@@H]3CCN1[C@H]23 (some centres not stated) | . | -3%[97.3 µM]
CN(Cc1ccc(C(C)(C)C)cc1)Cc1cccc2ccccc12 | . | -14%
COc1ccc(-c2cc(=O)c3cc(F)ccc3[nH]2)cc1 | . | -7%[97.3 µM]
Cc1cc2c(cc1Cl)C(c1ccccc1C)CC(=O)O2 (configuration not stated) | . | 7%
NC[C@@H]1O[C@@H](O[C@H]2[C@H](O)[C@@H](O[C@@H]3O[C@@H](CO)[C@H](O)[C@@H](N)[C@@H]3O)[C@H](N)C[C@@H]2N)[C@@H](O)[C@H](O)[C@H]1O | . | -4%
O=C(OOC(=O)c1ccccc1)c1ccccc1 | . | -2%
O=C(O)CCC/C=C\C[C@@H]1[C@@H](/C=C/[C@@H](O)COc2cccc(Cl)c2)[C@H](O)C[C@@H]1O | . | -4%
O=C1C2C=CC=CC2=NC(=S)N1CCN1CCC(=C(c2ccc(F)cc2)c2ccc(F)cc2)CC1 (configuration not stated) | . | -22%
COc1cccc(-c2cc(=O)c3cc(NC(=O)c4ccc(C)cc4)ccc3[nH]2)c1 | . | -40%[inhibitor]
CC(C)C1O[C@H](/C=C\c2ccccc2)OCC1(C)C (some centres not stated) | . | -10%[10.9 µM]

Assay outcomes: PubChem BioAssay, National Center for Advancing Translational Sciences (NCATS)

Only part of the results is shown. The share of hits here may be higher or lower than overall.
